mIAP inh: blocks mouse intestinal alkaline phosphatase | purified mouse IAP, CDP-Star luminescence, 30 min | inhibition, % at 10 µM | 330,000 tested, 0.2% active | AID 2806;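 active means inhibition of at least 40% at 10 µM in the primary screen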;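 further: plate controls were DMSO with enzyme for no effect and no enzyme wells for full effect; values of inactives mirror those of a sister screen read the other way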
HKDC1 inhibitor: HKDC1 (human) hexokinase inhibition; inhibition, % at 20 µM; Q2TB90; 340,000 tested, 0.16% active; recombinant HKDC1, G6PDH/diaphorase resazurin coupled fluorescence;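 active means inhibition above about 35% when tested at 20 µM, limit read from the data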;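 further: plate controls were DMSO wells with enzyme for no effect and DMSO wells lacking enzyme for full effect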
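Test system: Recombinant HKDC1 (HK5) hexokinase enzyme, produced in-house | Input: HKDC1 at 5 µg/mL | Buffer or medium: Tris pH 8.0 buffer with MgCl2, Tween-20, BSA, BME | Schedule: 90 min reaction incubation at room temperature, dark | Technique: Resazurin-to-resorufin fluorescence via G6PDH and diaphorase coupling, 525/613 nm | Controls: DMSO wells with and without enzyme mix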
A3A deaminase: inhibitors of human APOBEC3A DNA deaminase; P31941; recombinant A3A, FAM/TAMRA ssDNA deamination fluorescence; inhibition, % at 20 µM; 330,000 tested, 0.41% active; AID 493011;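 active means at least 40% inhibition at 20 µM here, with at most 30% in a related deaminase screen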;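 further: plate controls were A3A with DMSO for no effect and wells lacking A3A enzyme for full effect; some results filed as inactive read as strong as hits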
Target sequence (P31941 whole entry, looked up): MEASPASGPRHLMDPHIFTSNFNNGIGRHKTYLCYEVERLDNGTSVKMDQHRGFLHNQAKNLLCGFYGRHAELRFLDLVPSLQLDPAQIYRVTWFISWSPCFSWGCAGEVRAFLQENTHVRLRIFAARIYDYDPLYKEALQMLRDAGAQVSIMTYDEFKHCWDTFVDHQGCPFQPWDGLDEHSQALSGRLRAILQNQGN
PfGluPho inh: PfG6PD (Plasmodium falciparum) enzyme inhibition; PfGluPho enzyme, NADPH resazurin-diaphorase fluorescence; inhibition, % at 20 µM; 350,000 tested, 0.78% active; AID 504690;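 active means inhibition reaching at least a set limit at 20 µM in the primary screen, cut at about 59% in these data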;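 further: 0% = DMSO wells with substrate and 100% = DMSO wells lacking glucose-6-phosphate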
hIAP act: increases human intestinal alkaline phosphatase activity | P09923 | purified human IAP, CDP-Star luminescence, 30 min; hits give high values; 1 = vehicle-only enzyme, 0 = enzyme-free background | activation factor at 10 µM | 330,000 tested, 0.16% active | AID 2524;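 active means activation factor of the enzyme at least 2-fold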; further: the source names both 10 and 20 µM as test concentration; values of inactives mirror those of a sister screen read the other way
hIAP inh: human IAP inhibition | P09923 | purified IAP, CDP-Star luminescence, 30 min | inhibition, % at 10 µM | 330,000 tested, 0.12% active | AID 2544;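 active means inhibition reaching a set limit with compound at 10 µM in the primary screen, cut at about 35% in these data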;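 further: plate controls were DMSO wells with enzyme for no effect and no-enzyme buffer wells for full effect; values of inactives mirror those of a sister screen read the other way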
ATG4B inh: blocks human ATG4B protease cleavage of LC3 substrate. Q9Y4P1. ATG4B cleavage of LC3-PLA2, NBD-HPC fluorescence, 1 h. inhibition, % at 8.33 µM. 340,000 tested, 0.51% active; in the data active means inhibition above about 40%
Target sequence (Q9Y4P1 whole entry, looked up): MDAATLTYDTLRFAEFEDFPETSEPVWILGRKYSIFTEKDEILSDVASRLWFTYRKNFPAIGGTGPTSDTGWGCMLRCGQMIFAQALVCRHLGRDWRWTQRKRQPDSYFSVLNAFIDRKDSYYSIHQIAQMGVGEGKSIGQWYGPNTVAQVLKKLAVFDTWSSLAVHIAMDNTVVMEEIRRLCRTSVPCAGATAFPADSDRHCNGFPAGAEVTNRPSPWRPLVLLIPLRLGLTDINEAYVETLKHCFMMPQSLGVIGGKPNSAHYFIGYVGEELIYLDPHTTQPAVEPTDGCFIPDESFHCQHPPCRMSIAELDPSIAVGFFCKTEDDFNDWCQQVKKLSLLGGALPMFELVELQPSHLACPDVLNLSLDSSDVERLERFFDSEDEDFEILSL
mIAP activ: mouse IAP activation. muIAP, CDP-Star luminescence, 30 min; hits give high values; 1 = vehicle-only enzyme signal, 0 = enzyme-free wells. activation factor at 10 µM. 330,000 tested, 0.24% active. AID 2805;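 active means activation factor of at least 2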; further: the source names both 10 and 20 µM as test concentration; values of inactives mirror those of a sister screen read the other way
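Assay system: mouse IAP enzyme; Reagent: CDP-Star chemiluminescent phosphatase substrate; Compound: DMSO-dissolved test compounds; Incubation: 30 min, room temperature; Technique: luminescence from enzymatic CDP-Star hydrolysis; Controls: DMSO-only wells and no-enzyme negative control.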
The depositor's hits bear a star; . = not tested or not shown.

SMILES	mIAP inh	HKDC1 inhibitor	A3A deaminase	PfGluPho inh	hIAP act	hIAP inh	ATG4B inh	mIAP activ
CCOC(=O)CSc1nc2c(c(=O)[nH]c(=O)n2C)n1CCCc1ccccc1	18	7	6	-1	1	-4	-2	0.82
O=C(NCCc1ccccc1)C1CCC(=O)N(Cc2ccc(Cl)cc2)C1 (stereo not given)	2	-8	0	-7	1	-1	2	0.98
COc1ccc(-n2c(CNc3ccc(C)cc3)nnc2SCC(=O)Nc2nc(-c3ccccc3)cs2)cc1	4	-6	-3	-17	0.91	9	17	0.96
CCS(=O)(=O)N1CCc2nc(-c3ccccc3)sc2C1	-10	1	-5	12	1.1	-6	-7	1.1
COc1ccc(/C=N/NC(=O)C(C)Sc2ccccn2)cc1[N+](=O)[O-] (stereo not given)	9	23	49*	39	0.99	1	-7	0.91
Cc1nc(S(=O)(=O)c2ccc(Cl)cc2)c(N(C)C)o1	4	-5	-6	8	0.79	21	-8	0.96
O=C(COc1ccc(Cl)cc1Cl)NCCCNC(=O)c1cnccn1	-2	-5	-5	-15	1.1	-8	0	1
CN1CCN(CCCNC(=O)c2ccc(Cn3c(=S)[nH]c4ccc(Br)cc4c3=O)cc2)CC1	12	-3	-2	2	1	-3	-2	0.88
CC1CCCCC1NCC(=O)Nc1ccccc1-c1ccccc1 (stereo not given)	-8	1	-4	-20	0.95	5	48*	1.1
Cc1nc2ccc(Nc3ccncc3)cc2s1	-6	-2	1	4	0.99	1	0	1.1
O=C(CC1(O)C(=O)Nc2cc(Cl)cc(Cl)c21)c1ccncc1 (stereo not given)	6	16	-3	-3	0.94	6	15	0.94
C=CCNS(=O)(=O)c1ccc2c(c1)n(C)c(=O)n2C	4	0	1	-1	1.1	-11	-3	0.96
Cc1c(NS(=O)(=O)c2cccc(C(=O)O)c2)c(=O)n(-c2ccccc2)n1C	0	-5	0	-14	0.94	6	6	1
CCOc1ccc(C(=O)NC(C(=O)NCCc2ccc(OC(F)F)cc2)C(C)C)cc1 (stereo not given)	-9	6	3	-24	1	0	-1	1.1
O=C(Nc1ccccc1-c1ccccc1)c1ccccc1	-9	3	-5	2	1.2	-16	5	1.1
N#C/C(=C\c1cccn1-c1ccccc1)C(=O)NC1CCCCC1	15	1	-4	11	0.9	10	-9	0.85
O=c1c(Cc2ccc(F)cc2)c(O)ccn1Cc1ccc(Cl)cc1Cl	1	-3	-2	16	1.1	-11	0	0.99
O=c1[nH]c(=O)n(CCOc2ccc(Cl)cc2)cc1Br	-7	0	-3	-10	1.4	-43	-9	1.1
COc1ccc(NC2=C3CC(C)CC=C3N(c3ccc(OC)cc3)C2=O)cc1 (stereo not given)	-8	3	-2	1	0.89	11	-3	1.1
Cc1nc(NC(=O)c2ccc(Br)o2)ccc1Br	4	-1	-2	9	0.81	19	2	0.96
COc1ccc(CC(=O)N2CCN(c3ccccc3)CC2)cc1OC	-2	8	-2	-7	1	-4	2	1
COc1ccc(OC(C)C(=O)NC2CCCCCC2)cc1 (stereo not given)	-2	1	3	-16	1.1	-13	-6	1
COc1ccc(-n2c3c(c(=O)[nH]c2=O)C(NC(C)=O)(C(F)(F)F)C(=O)N3)cc1 (stereo not given)	-4	-5	-6	1	0.9	10	-6	1
Cc1[nH]c2ccc(C(=O)OC(C)C(=O)NC3CCCCC3C)cc2c1C (stereo not given)	-17	6	-1	2	1	-3	8	1.2
O=C(CSc1nc2[nH]ncc2c(=O)[nH]1)Nc1ccc(OC(F)(F)F)cc1	4	-4	-2	-51	1.3	-34	-3	0.96
COc1ccccc1CCc1nnc(CCC(=O)N(C)Cc2ccncc2C)o1	3	-9	-8	-4	1	-2	-2	0.97
Cc1cc(S(=O)(=O)Nc2ccc(C(=O)NCCCN3CCCC3=O)cc2)ccc1F	8	-7	-2	-4	1.1	-5	-5	0.92
CCC1=NN(C(=O)Cc2ccc([N+](=O)[O-])cc2)C(O)(C(C)(C)C)C1 (stereo not given)	6	-8	1	-7	1.1	-7	2	0.94
O=C(COC(=O)CCCNC(=O)c1ccc(Cl)cc1)Nc1cc(Cl)ccc1Cl	3	-4	-1	-2	0.94	6	-7	0.97
COc1ccccc1NC(=O)C1CCC(CNc2c(N3CCCCC3)c(=O)c2=O)CC1 (stereo not given)	-14	-2	3	5	1.1	-14	-7	1.1
CN(C)c1ccc(P(=O)(Nc2ccc([N+](=O)[O-])cc2)N2CCOCC2)c(NC(=O)c2cccs2)c1 (stereo not given)	6	-3	-1	9	0.98	2	-3	0.94
O=C(c1sc2ccccc2c1Cl)N(Cc1ccco1)C1CCS(=O)(=O)C1 (stereo not given)	-2	-7	3	4	1.1	-9	-15	1
O=C(Nc1ncc(Cc2cccc(Cl)c2)s1)C1CCCO1 (stereo not given)	-13	2	-4	13	1.1	-8	-5	1.1
Cc1ccc(S(=O)(=O)N(C)c2ccc(OCC(=O)Nc3cccc(-n4cnnn4)c3C)cc2)cc1	-4	5	3	2	1	0	-11	1
O=c1cc(C(F)(F)F)[nH]c2c(C(F)(F)F)cccc12	-17	-3	-5	-10	1.1	-14	-1	1.2
Cc1cc2c(c(=O)n1Cc1cccnc1)C(c1cccs1)C(C#N)=C(N)O2 (stereo not given)	16	6	-1	0	0.85	14	6	0.84
CN(C)S(=O)(=O)c1ccc(Cl)c(C(=O)Nc2cccc3ncccc23)c1	-1	-4	0	14	0.94	6	2	1
COc1ccc(C2=NO[C@@H]3C(=O)N(Cc4ccccc4)C(=O)[C@H]23)cc1OC	0	-3	-2	-24	0.96	4	0	1
CCCCNC(=O)c1sc2ncnc(N3CCc4ccccc4C3)c2c1C	-4	-8	5	9	0.91	9	20	1
O=C1/C(=C/c2ccccc2[N+](=O)[O-])COc2ccccc21	4	20	0	-7	1.1	-5	1	0.96

A draw from above in order of number of heavy atoms, falling:
SMILES	mIAP inh	HKDC1 inhibitor	A3A deaminase	PfGluPho inh	hIAP act	hIAP inh	ATG4B inh	mIAP activ
CN(C)c1ccc(P(=O)(Nc2ccc([N+](=O)[O-])cc2)N2CCOCC2)c(NC(=O)c2cccs2)c1 (stereo not given)	6	-3	-1	9	0.98	2	-3	0.94
COc1ccc(C2=NO[C@@H]3C(=O)N(Cc4ccccc4)C(=O)[C@H]23)cc1OC	0	-3	-2	-24	0.96	4	0	1
O=C(c1sc2ccccc2c1Cl)N(Cc1ccco1)C1CCS(=O)(=O)C1 (stereo not given)	-2	-7	3	4	1.1	-9	-15	1
O=C(Nc1ncc(Cc2cccc(Cl)c2)s1)C1CCCO1 (stereo not given)	-13	2	-4	13	1.1	-8	-5	1.1
O=c1cc(C(F)(F)F)[nH]c2c(C(F)(F)F)cccc12	-17	-3	-5	-10	1.1	-14	-1	1.2

Going on with the list:
SMILES	mIAP inh	HKDC1 inhibitor	A3A deaminase	PfGluPho inh	hIAP act	hIAP inh	ATG4B inh	mIAP activ
CC(C)c1nnc(NC(=O)Cc2ccccc2[N+](=O)[O-])s1	13	3	5	5	0.94	6	-4	0.87
CCN(C(=O)CSc1ncccc1C(=O)OC(C)C)c1cccc(C)c1	10	-6	-5	0	1.2	-17	15	0.9
CCOc1ccc(Cl)cc1Nc1nc(NCCO)nc(N2CCCC2)n1	6	-4	-2	14	0.95	5	-30	0.94
NCCCCCc1nnc(SCc2cccc(Cl)c2)o1	7	3	-3	-7	0.92	8	-4	0.93
COc1ccc(/C=C(\C#N)C(=O)OCC(=O)Nc2ccc(-c3nc4ccc(C)cc4s3)cc2)cc1	-6	3	7	6	0.89	11	-12	1.1
CCOC(=O)C1=CNS(=O)(=O)NC1c1ccccc1 (stereo not given)	-3	-2	-1	9	.	.	-2	1
COc1ccc(C(=O)Nc2cccc3c2CCCC3)cc1	-12	-7	-4	16	1.1	-12	1	1.1
CC(C)(C)[C@H]1C=C(C(=O)N2CCOCC2)O[C@@H](OCCCCO)C1	8	2	-4	-5	0.93	7	-3	0.92
O=C(NCCc1cccnc1)c1cc(COc2ccc(F)cc2Cl)on1	3	-2	-4	4	1.3	-31	3	0.97
C=CCn1c(SCC(=O)Nc2nc(C)cs2)nnc1C(CO)NC(=O)c1ccccc1 (stereo not given)	5	-6	-3	0	1	-2	2	0.95

Profiles from above. Values in the order: mIAP inh, HKDC1 inhibitor, A3A deaminase, PfGluPho inh, hIAP act, hIAP inh, ATG4B inh, mIAP activ
Results for `CCOC(=O)C1=CNS(=O)(=O)NC1c1ccccc1` (stereo not given) : -3, -2, -1, 9, ., ., -2, 1
Results for `CC(C)(C)[C@H]1C=C(C(=O)N2CCOCC2)O[C@@H](OCCCCO)C1` : 8, 2, -4, -5, 0.93, 7, -3, 0.92
Results for `CCOc1ccc(Cl)cc1Nc1nc(NCCO)nc(N2CCCC2)n1` : 6, -4, -2, 14, 0.95, 5, -30, 0.94
Results for `O=C(NCCc1cccnc1)c1cc(COc2ccc(F)cc2Cl)on1` : 3, -2, -4, 4, 1.3, -31, 3, 0.97
Results for `CCN(C(=O)CSc1ncccc1C(=O)OC(C)C)c1cccc(C)c1` : 10, -6, -5, 0, 1.2, -17, 15, 0.9

Additional entries follow:
SMILES	mIAP inh	HKDC1 inhibitor	A3A deaminase	PfGluPho inh	hIAP act	hIAP inh	ATG4B inh	mIAP activ
C/C(=N/NC(=O)c1cccc(C)c1)c1c(O)cc(C)oc1=O	8	-4	6	-37	1.1	-10	0	0.92
C/C(=N\NC(=O)c1nnn(-c2nonc2N)c1-c1cccs1)c1ccc(C)cc1	-4	-3	-4	0	1.3	-35	-4	1
CC1=C(C(=O)OCC2CCCO2)C(c2ccsc2)C2=C(CC(C)(C)CC2=O)N1 (stereo not given)	-4	-2	-8	-8	1.2	-19	2	1
CC1CCN(CCNC(=O)c2ccc3c(=O)n(Cc4ccc(Cl)cc4)c(=S)[nH]c3c2)CC1	4	-2	-4	23	1.3	-26	-3	0.96
COC(=O)[C@@]1(Cc2ccc(F)cc2)[C@H]2c3cc(C(=O)N(C)C)n(CCc4ccc(OC)c(Br)c4)c3C[C@H]2CN1C(=O)c1ccccc1	9	1	-2	15	1	-4	-7	0.91
Clc1ccc(NCn2cncn2)nc1	-3	-1	-3	4	0.78	22	-5	1
CCCCN(C)CCNC(=O)CCn1nc(-c2ccc(C)cc2)ccc1=O	14	-3	-2	0	1	-1	-8	0.86
COc1cccc(C2C(C(=O)Nc3ccc(C)cc3C)=C(C)Nc3ncnn32)c1OC (stereo not given)	10	-6	0	-9	0.93	7	-4	0.9

Source: PubChem BioAssay
